# MDM2 E3 inh = blocks human Mdm2 ubiquitin ligase activity | cell-based MDM2 ubiquitination luciferase reporter, 2 h; 0 = plate control, 100 = twice control, blank-subtracted | signal enhancement, % at 5 µM | 210,000 tested, 0.11% active | AID 1230;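 active means signal enhancement of 30% or more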;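 further: luminescence tracks abundance of the self-degrading MDM2-luciferase fusion protein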
# Target sequence (Q00987 whole entry, looked up, the tested form may be a part): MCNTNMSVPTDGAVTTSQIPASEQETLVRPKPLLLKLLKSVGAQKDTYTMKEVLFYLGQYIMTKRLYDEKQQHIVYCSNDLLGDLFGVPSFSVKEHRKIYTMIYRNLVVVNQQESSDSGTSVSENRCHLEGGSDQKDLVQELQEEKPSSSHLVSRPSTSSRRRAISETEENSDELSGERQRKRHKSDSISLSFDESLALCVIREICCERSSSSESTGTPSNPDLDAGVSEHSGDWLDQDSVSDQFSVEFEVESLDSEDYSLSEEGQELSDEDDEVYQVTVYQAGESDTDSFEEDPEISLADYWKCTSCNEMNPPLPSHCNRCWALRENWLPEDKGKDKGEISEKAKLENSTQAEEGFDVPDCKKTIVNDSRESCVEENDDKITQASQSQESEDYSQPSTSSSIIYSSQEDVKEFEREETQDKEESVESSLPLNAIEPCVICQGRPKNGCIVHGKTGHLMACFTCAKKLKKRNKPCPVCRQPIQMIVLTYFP
#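 system = mammalian cells stably expressing self-ubiquitinating, self-degrading MDM2 E3–luciferase fusion | quantity = 2000 cells per well seeded | incubation = 4 h cell settling then 2 h compound exposure, 37 °C | signal = SteadyLite luminescence, 15 min reagent step | benchmarks = plate control and blank wells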
# EBV gp42 inh = blocks Epstein-Barr virus glycoprotein 42 binding; 220,000 tested, 0.42% active; Fluorescence polarization binding assay, mP read-out; inhibition, % (tested at 21.74 µM); Q1HVG2; in the data active means inhibition above about 50%
# Runt-SMMHC FRET = inhibitors of human RUNX1 Runt domain binding to CBFb-SMMHC. Q01196+Q13951. Cerulean-Runt/Venus-CBFb-SMMHC FRET ratio 530/480, 1 h. inhibition, % at 20 µM. 220,000 tested, 0.74% active. AID 1434;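 active means mean inhibition across duplicate retests at 20 µM reaching about 50%, limit read from the data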;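 further: 0% = DMSO wells and 100% = wells with excess untagged CBFb-SMMHC; inhibitors lower the FRET ratio by blocking Runt binding to CBFb-SMMHC; some results filed as inactive read as strong as hits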
# TNF necrop inh = TNF-alpha cell death inhibition in Jurkat FADD-/- cells | Jurkat FADD-/- TNF necroptosis rescue, ATP luminescence, 24 h; 0 = TNF only, 100 = no-TNF cells | 220,000 tested, 0.068% active | activation (protection from cell death), % at 10 µM;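 active means activation, meaning protection from cell death, of at least 50% relative to plate controls; inactive means activation below 50%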;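 further: necroptosis triggered by 40 ng/mL TNF-alpha added together with compound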
# TRPML3 agonist = agonists of human TRPML3 channel | activation, % at 3 µM | HEK293 TRPML3-YFP, Fluo-8 calcium fluorescence; 100% = the carbachol control signal | Q8TDD5 | 220,000 tested, 0.29% active | AID 1448;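 active means activation above its plate's cutoff, the mean activation of the plate's test wells plus 3 SD, cut at about 12% in these data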;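 further: 0% = DMSO only wells and 100% = carbachol wells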
# Target sequence (Q8TDD5 whole entry, looked up): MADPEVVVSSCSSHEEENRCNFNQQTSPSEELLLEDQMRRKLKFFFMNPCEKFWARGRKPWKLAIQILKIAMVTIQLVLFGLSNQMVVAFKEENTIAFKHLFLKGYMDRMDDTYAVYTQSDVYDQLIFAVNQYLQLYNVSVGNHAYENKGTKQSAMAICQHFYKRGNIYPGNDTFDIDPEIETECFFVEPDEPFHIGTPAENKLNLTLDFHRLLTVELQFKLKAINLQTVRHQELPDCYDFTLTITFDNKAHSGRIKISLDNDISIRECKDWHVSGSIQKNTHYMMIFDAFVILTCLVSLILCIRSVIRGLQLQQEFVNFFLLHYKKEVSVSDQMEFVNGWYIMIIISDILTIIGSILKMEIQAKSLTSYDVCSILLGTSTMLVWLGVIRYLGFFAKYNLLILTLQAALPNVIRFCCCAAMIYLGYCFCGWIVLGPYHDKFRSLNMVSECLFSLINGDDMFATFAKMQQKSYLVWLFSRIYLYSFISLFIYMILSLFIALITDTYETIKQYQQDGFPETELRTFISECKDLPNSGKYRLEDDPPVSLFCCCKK
#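 Test system – HEK293 line with stable expression of human TRPML3-YFP channel · Control set – carbachol 87 µM final as high control (100%), DMSO as low control (0%) · Signal – Fluo-8 calcium dye fluorescence, ex 470-495, em 515-575 nm · Incubation – 1-h 37 °C dye load, 5-s basal, 120-s post-compound reads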
# CHOP inh = inhibitors of CHOP induction in ER stress response. 220,000 tested, 3.8% active. CHO-K1 CHOP-promoter luciferase, tunicamycin-induced, 15-18 h. inhibition, % at 10 µM;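 active means compounds that reduced the stress-induced luciferase reporter signal by more than about 70% of percent inhibition, limit read from the data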;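 further: 0% = tunicamycin plus vehicle and 100% = wells without tunicamycin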
# PPC-1+TRAIL kill = PPC-1 cancer cell killing with TRAIL present; 220,000 tested, 0.41% active; AID 1443; PPC-1 cells + TRAIL, ATPLite viability luminescence; cell killing (% activity), % at 4 µM;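 active means cell killing above 50% in the first pass at 4 µM, then a duplicate retest at 5 µM averaging 50% or more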;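 further: plate controls were cells with TRAIL plus DMSO for no effect and medium-only wells lacking cells for full effect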
# TRPN1 ag = activates the zebrafish TRPN1 channel; HEK293 zebrafish TRPN1-YFP, Fluo-8 calcium fluorescence; 100% = response to 87 µM carbachol; activation, % at 3 µM; 220,000 tested, 0.18% active; AID 1424;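 active means activation above its plate's cutoff, the mean activation of test wells on that plate plus 3 SD, cut at about 19% in these data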;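 further: 0% = DMSO alone and 100% = 87 µM carbachol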
#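 System: zebrafish TRPN1-YFP in HEK293 cells / Dosing: 3 µM single point / Timing: dye loading 1 h at 37 °C, then 30 min room temperature / Signal: Fluo-8 calcium fluorescence, excitation 470-495 nm, emission 515-575 nm / Read-out basis: percent activation from peak over basal fluorescence ratio, control-normalized / Control set: high carbachol 87 µM, low DMSO alone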
# p47phox inh = p47phox (human) inhibition | p47phox/p22phox peptide binding, fluorescence polarization, 2 h | inhibition, % at 24.7 µM | 220,000 tested, 0.53% active;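 active means inhibition above about 30%, limit read from the data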;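 further: 0% = p47phox with labelled peptide and 100% = labelled peptide alone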
# * marks the source's active call; other numbers are inactive results; . = not tested or not shown.
entry	SMILES	MDM2 E3 inh	EBV gp42 inh	Runt-SMMHC FRET	TNF necrop inh	TRPML3 agonist	CHOP inh	PPC-1+TRAIL kill	TRPN1 ag	p47phox inh
1	CCOc1ccc(OCC)c(NC(=O)CN(c2ccc(C)cc2)S(=O)(=O)c2c(C)noc2C)c1	-1	5	-1	-2.0	0.7	21	7	1.5	-10
2	C=CCn1c(Cc2cccs2)nnc1SCC(=O)c1ccc2ccccc2c1	-18	-17	-2	1.0	0.0	45	13	-1.6	-31
3	COc1nccnc1NS(=O)(=O)c1ccc(NC(=S)NC(=O)/C=C/c2ccc(F)cc2)cc1	4	-2	-4	4.8	0.6	-12	-4	1.4	-21
4	O=S(=O)(c1cccs1)N1CCN(c2ccnc3cc(Cl)ccc23)CC1	-17	-1	-1	1.8	2.4	35	26	-1.3	-24
5	CC1(C)CC(N2CCN(CCO)CC2)=CC(=S)N1	-3	-10	1	2.8	0.9	7	4	0.5	-7
6	Cc1ccc(C2C(C#N)=C(N)SC(N)=C2C#N)c(C)c1	-10	-45	27	-1.2	2.1	10	-2	5.6	-28
7	O=[N+]([O-])c1ccc(Cl)cc1N1CCCC1	-3	-6	-3	0.1	-0.3	49	13	-0.6	0
8	COc1cccc(C2Nc3ccccc3C(=O)N2O)c1O (centres undefined)	-16	-5	3	2.1	0.6	-15	-14	0.2	-13
9	CCOc1nc(C)cc(C)c1S(=O)(=O)c1ccc(Cl)cc1	-5	-7	-2	-0.2	2.3	40	11	-1.4	3
10	CC(C)(C)NC(=O)/C=C/c1cccs1	11	-12	1	0.7	0.8	-18	-28	0.5	-2
11	FC(F)(F)c1ccc2c(c1)n(Cc1ccccc1)c1[n+]2CCCCC1	-18	-57	6	0.0	0.7	0	12	0.9	-6
12	CCOC(=O)c1sc(NC(=O)c2ccc(OC)cc2)nc1C	-15	1	-2	1.3	0.6	43	6	0.5	-1
13	S=C(NCCCN1CCOCC1)Nc1ccc(Cl)c(Cl)c1	.	-2	0	3.6	1.1	7	6	4.4	-14
14	N=C(N)SCc1ccc(Cl)cc1Cl	12	-10	-5	2.8	-1.0	16	17	0.0	-6
15	Cc1cc(SCC(=O)OCC(=O)NCC2CCCO2)c(C)cc1Br (centres undefined)	2	-2	1	1.0	0.4	21	9	2.5	-10
16	O=c1oc(-c2ccccc2F)nc2scc(-c3ccccc3)c12	-17	-9	-4	-9.3	-0.5	-45	2	-2.8	-14
17	Fc1ccc(NC(=S)Nc2cccc(Cl)c2)cc1	-14	-15	3	4.2	0.2	5	8	1.1	-38
18	Cc1sc2ncnc(NCC(c3ccco3)N(C)C)c2c1C (centres undefined)	-3	-21	.	-0.8	-0.3	14	.	-0.5	-12
19	Cc1cccc(-c2nsc(SCC(=O)N3CCCC3)n2)c1	-12	-3	-2	0.4	-1.7	0	16	0.7	-6
20	CC12CCC(=O)N1c1ccccc1C(=O)N2c1ccccc1 (centres undefined)	2	-21	2	-1.1	0.1	-10	-6	0.6	-7
21	CCOC(=O)c1cc2occc2n1CC(=O)NCCOC	-8	-23	0	0.1	0.8	-6	16	0.6	0
22	O=C(Nc1ccc2sccc2c1)c1ccc(Cl)s1	-44	4	-4	1.7	-0.3	-46	37	1.1	-9
23	Cc1nnc(NC(=O)c2csc3c2CCCC3)s1	-9	-14	-2	-3.6	-0.5	30	19	-1.8	-5
24	CCOC(=O)N1CCN(Cc2nc3c(c(=O)n(C)c(=O)n3C)n2Cc2ccc(F)cc2)CC1	-1	0	1	-1.9	0.5	10	-13	0.8	-5
25	O=C(c1ccc(Cl)c([N+](=O)[O-])c1)N(Cc1ccccc1)C1CCS(=O)(=O)C1 (centres undefined)	-5	-6	1	0.2	0.1	5	12	-2.2	-1
26	CC(C)N1CCC(N2CCN(C3CCCCCC3)CC2CCO)CC1 (centres undefined)	-11	-6	3	0.6	1.1	9	15	1.5	-14
27	COc1ccc(N2C(C)=CS/C2=C(/C#N)c2nnc(N3CCOCC3)n2-c2ccccc2)cc1	-12	-7	4	-0.3	-0.9	-8	26	-1.2	1
28	COC(=O)C1=CN(CC2CCCO2)C=C(C(=O)OC)C1c1cc(OC)c(OC)c(OC)c1 (centres undefined)	-11	-6	93*	0.1	1.0	1	23	1.0	-12
29	O=C(NN=C(Cc1ccccc1)Cc1ccccc1)c1ccc(F)cc1	-1	17	-1	3.1	0.2	17	23	-0.6	-6
30	CC(=O)Oc1ccc2oc(=O)c3c(c2c1)CCCN3C(=O)CN1CCN(c2ncccn2)CC1	7	-10	-1	1.3	0.7	-3	-7	1.5	-10
31	COc1ccc(Cl)cc1NC(=S)NCc1cccnc1	3	-3	1	-1.9	0.3	-4	-1	0.0	5
32	COc1ccc(OCCC(=O)OCC(=O)NCCC2=CCCCC2)cc1	-2	0	5	0.0	0.0	11	-4	-0.6	-7
33	O=S(=O)(c1cccs1)N1CCc2ccccc2C1	-9	-8	-2	-1.8	1.4	20	2	-0.8	-20
34	Cc1ccc2cccc(OCC(=O)Nc3ccc4c(c3)OCO4)c2n1	5	-1	0	1.3	-0.8	5	24	0.3	-7
35	O=C(OCC(=O)N1CCN(C(=O)c2ccco2)CC1)c1cc(=O)c2ccccc2o1	-8	-9	4	-0.5	1.1	-12	0	0.8	-10
36	O=C1c2ccccc2N2C(=O)c3ccccc3C2N1Cc1ccccc1 (centres undefined)	-21	-5	4	1.2	-1.0	8	9	-0.9	5
37	CC(=O)Nc1ccc(S(=O)(=O)N(C)Cc2ccccc2)cc1	-15	4	-1	0.5	0.5	-3	13	3.4	2
38	Cc1ccc(S(=O)(=O)NNC(=O)C(=O)NNS(=O)(=O)c2ccc(C)cc2)cc1	-13	-22	0	0.2	-0.7	-8	0	-1.4	-4
39	Cc1cc(N)n2ncc(-c3ccc(F)cc3)c2n1	-3	7	4	-4.2	-0.1	-13	22	-0.4	-12
40	C[n+]1c2n(c3ccccc31)N=C(c1ccc(-c3ccccc3)cc1)CS2	-45	-17	6	-7.0	-0.1	47	13	-2.1	10
41	Cc1ccc(NC(=O)c2ccc(NCc3ccc(F)cc3)nc2)cc1	-2	-2	-5	2.3	1.1	30	11	0.9	-11
42	Cc1ccc(-c2nn(C)c(=O)c3ccccc23)cc1CNC(=O)c1ccco1	-2	-6	1	-1.8	0.0	8	13	1.9	-1
43	COc1ccc(S(=O)(=O)NCCSCc2ccco2)cc1Cl	-9	3	-2	-1.2	-0.2	23	23	-0.2	-6
44	CC(C)(C)c1ccc(-c2cn(-c3ccc(Br)cc3)c3[n+]2CCCS3)cc1	-42	-11	-4	-6.1	0.3	49	49	-1.5	-12
45	COc1cc(C(=O)NC(=S)Nc2csc(-c3ccc(F)cc3)n2)cc(OC)c1OC	-1	-7	1	-1.0	1.0	-28	1	0.4	-15
46	Cc1ccc(NC(=O)C2CC(=O)n3c(nc4ccccc43)N2)cc1Cl (centres undefined)	-1	-20	-3	3.4	-0.6	11	2	0.1	0
47	O=C(Cn1cc(/C=N/O)c2ccccc21)N1CCOCC1	-9	-18	0	-0.8	0.9	-16	39	0.7	2
48	Nc1nc(SCc2ccc(Cl)cc2)[nH]c(=O)c1-c1ccccc1	8	-3	-1	-1.6	-0.6	42	32	0.0	2
49	CN(C)/C=N/c1cc(=O)n(C)c(=O)n1CC1CC1	.	-1	-2	0.0	0.3	-5	-3	1.7	8
50	COC(=O)c1sccc1NC(=S)NCc1ccc(Cl)cc1	-5	-15	0	3.4	1.4	30	-1	0.0	-17
51	CCc1ccc(NC(=O)C2CC(=O)N=C(N)S2)cc1 (centres undefined)	-8	-3	-1	-1.1	0.6	-26	-4	-0.9	1
52	COc1ccc(-n2cc(-c3ccccc3)c3c(N4CCOCC4)ncnc32)cc1	-6	-4	1	-5.8	0.4	81*	-8	2.8	1
53	COc1ccc(C2C(C(=O)O)c3ccccc3C(=O)N2Cc2ccco2)cc1 (centres undefined)	-14	-1	1	-1.5	0.7	8	18	0.5	-11
54	CC1(C)CC(=O)C2=C(C1)N(C1CCCCC1)C(=O)C2(O)C(F)(F)F (centres undefined)	6	-5	-1	-0.4	0.4	50	0	0.8	0
55	C=CCn1c(SCC(=O)NC(=O)NCc2ccco2)nc2sc(C)c(C)c2c1=O	-21	-9	-2	-10	-0.4	104*	-1	0.2	-21
56	CCOC(=O)N1CCN(C(=O)CNC2CCCCCCC2)CC1	-1	-8	-2	-0.2	0.8	2	11	2.4	-3

# Continued:
entry	SMILES	MDM2 E3 inh	EBV gp42 inh	Runt-SMMHC FRET	TNF necrop inh	TRPML3 agonist	CHOP inh	PPC-1+TRAIL kill	TRPN1 ag	p47phox inh
57	O=C(Nc1ccccc1)Nc1ccc(S(=O)(=O)N2CCCCC2)cc1	11	-2	0	4.6	4.5	66	18	4.5	-35
58	COc1cc(OCC(N)=O)cc(OC)c1OC	2	-17	0	0.2	0.7	-1	9	0.6	-9
59	Cn1c(NCc2ccccc2O)nc2ccccc21	-18	-20	-1	2.9	0.9	-7	-1	0.8	-6
60	CCOC(=O)c1[nH]c(C(=O)O)c(CCN(CC)CC)c1C	5	-23	-4	1.8	1.1	6	2	2.1	-2
61	Cc1cc(NC(=O)CSc2nc3sc(C)c(C)c3c(=O)n2C2CCCC2)no1	-13	-13	-1	-0.7	0.8	87*	-8	0.1	-18
62	COc1ccc(CC(=O)NNc2ncnc3c2cnn3Cc2ccccc2)cc1OC	-9	-4	-5	2.8	-0.2	11	13	0.4	-1
63	COCCn1nnnc1C(CC(C)C)N1CCN(c2ccccc2)CC1 (centres undefined)	0	-9	3	-0.4	1.7	-26	15	0.0	-19
64	CC1Cc2ccccc2N1CC(=O)NCc1ccccc1Cl (centres undefined)	-27	-8	-2	0.3	-0.7	38	-6	-2.3	-3
65	COc1ccc(C(CNC(=O)c2ccccc2SC)N(C)C)cc1 (centres undefined)	-8	-6	-3	-0.5	0.6	9	10	-1.9	-7
66	Cc1cc(N/N=C/c2ccc(O)cc2O)nc(N2CCOCC2)n1	-8	-11	6	4.8	-0.2	-10	-16	-1.4	-22
67	OCCC1CN(Cc2ccc3nsnc3c2)CCN1C1CCCCC1 (centres undefined)	-10	-12	-2	1.3	1.0	11	15	0.6	3
68	CCCOc1ccc([N+](=O)[O-])c(N)c1	-6	-3	3	0.9	-0.1	19	7	-2.3	-8

# Screening results (PubChem BioAssay)
